# TrxR1 substrate: substrates of rat thioredoxin reductase 1; AID 588456; purified TrxR1 substrate turnover, NADPH consumption readout; Potency, µM (titrated, usually from 114 µM), without a hit: top-dose activity change, negative = substrate turnover; O89049; actives 0.01% (n = 390,000); note: potency is the fitted concentration of half-maximal effect; % is set by controls: 0 for no effect and ±100 for the full control effect; nearly all actives have a fitted effect of over 50% in size
#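 Rat TrxR1, dispensed at 90 nM, was prereduced with 400 uM NADPH (final) for 5 min at ~22 deg C, then incubated with compound 15 min before 400 uM selenite. A first-read NADPH fluorescence drop versus no-compound background flagged substrates.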
# Pin1 inh: inhibitors of human Pin1; Q13526; Pin1 FP peptide displacement, HiFluor488, 10 min; Potency, µM (series often up to 115 µM), for the others: at the highest dose activity, negative = inhibition, hits mostly inhibitors; actives 0.009% (n = 390,000); AID 504891; active = well fitted inhibition curve with a large enough effect in the polarisation, with a control signal flat, not every such curve was filed as active; inconclusive = small, poorly fitted or top-dose-only effect, or effect the other way, or a change in a side signal; inactive = no such curve, though single readings can be large or run the other way; the % refers to the polarisation; note: potency is the fitted concentration of half-maximal effect; % is set by controls: 0 for no effect and ±100 for the full control effect
# Target sequence (Q13526 whole entry, looked up): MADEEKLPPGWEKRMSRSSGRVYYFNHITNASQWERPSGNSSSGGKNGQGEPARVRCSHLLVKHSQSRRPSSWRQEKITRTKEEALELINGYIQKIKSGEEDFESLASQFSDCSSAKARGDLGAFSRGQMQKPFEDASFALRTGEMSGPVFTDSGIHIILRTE
# GLS inhibitor: glutaminase GLS (human) inhibition. O94925. GLS enzymatic activity, qHTS titration. Potency, µM (highest dose often 45.5 µM), inactives show at the highest dose activity change, negative = inhibition, hits mostly inhibitors. actives 0.21% (n = 410,000); note: potency is the fitted concentration of half-maximal effect; % is set by controls: 0 for no effect and ±100 for the full control effect
#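 Coupled fluorescence readout: glutamate oxidase/HRP/Amplex Red detect glutamate formed by hKGA from L-glutamine (1 mM solution added). Buffer 45 mM KH2PO4 pH 8.2, 0.02% Tween-20; reads at t0 and 30 min RT.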
# IDH1 R132H inh: blocks human mutant IDH1 R132H enzyme; actives 0.093% (n = 390,000); Potency, µM (doses to about 76.6 µM), inactives show top-dose activity change, negative = inhibition, usual class: inhibitors; IDH1-R132H enzyme, NADPH consumption, diaphorase/resazurin fluorescence; note: potency is the fitted concentration of half-maximal effect; % is set by controls: 0 for no effect and ±100 for the full control effect; nearly all actives have a fitted effect of over 65% in size
#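 IDH1-R132H (0.5 ug/mL) preincubated 30 min with compound, then NADPH (0.016 mM) and alpha-KG (2 mM) added; 80 min at RT, pH 7.5. Remaining NADPH coupled via diaphorase/resazurin to fluorescence (540/590 nm); concentration-response curves normalized to no-enzyme control.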
# PI4K2A inh: PI4K2A (human) kinase inhibition; Q9BTU6; activity change, negative = inhibition, % at 76.9 µM; actives 0.13% (n = 420,000); purified PI4K2A, ADP-Glo luminescence, 1 h; active compounds read low; in the data active = activity change below about -50%; inconclusive = mostly about -30% to -49%;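 note: -100% = wells without enzyme as full effect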
#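 PI4K2A activity was measured by ADP-Glo luminescence: enzyme (4 ug/mL stock) and phosphatidylinositol (1.2 mM stock) in Tris pH 7.5/MgCl2/EGTA/Triton X-100 buffer were reacted with ATP (300 microM stock) for one hour at ambient temperature.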
# Tb PGK inh: T. brucei PGK inhibition. AID 602233. actives 0.043% (n = 380,000). Potency, µM (doses to about 57.5 µM), inactives show top-dose activity change, negative = inhibition, actives largely listed as inhibitors. PGK/GAPDH coupled, Kinase-Glo luminescence, 60 min; note: potency is the fitted concentration of half-maximal effect; % is set by controls: 0 for no effect and ±100 for the full control effect; nearly all actives have a fitted effect of over 60% in size
#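 Luminescent ATP detection (Kinase-Glo Plus) follows a 60-minute room-temperature incubation, with wells lacking PGK as controls. Buffer: 100 mM TEA (pH 7.6), 5 mM MgCl2, 0.01% Tween-20. Coupling enzyme GAPDH (100 nM final) supplies unstable 1,3-BPG in-well.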
# USP1 inh: blocks the human USP1/UAF1 deubiquitinase complex; O94782; recombinant USP1/UAF1, Ub-Rhodamine cleavage fluorescence; Potency, µM (series often up to 57.1 µM), for inactives: top-dose activity change, negative = inhibition, hits mostly inhibitors; actives 0.23% (n = 390,000); AID 743255; note: potency is the fitted concentration of half-maximal effect; % is set by controls: 0 for no effect and ±100 for the full control effect; nearly all actives have a fitted effect of over 60% in size; inactives centre near -12
# Target sequence (O94782 whole entry, looked up): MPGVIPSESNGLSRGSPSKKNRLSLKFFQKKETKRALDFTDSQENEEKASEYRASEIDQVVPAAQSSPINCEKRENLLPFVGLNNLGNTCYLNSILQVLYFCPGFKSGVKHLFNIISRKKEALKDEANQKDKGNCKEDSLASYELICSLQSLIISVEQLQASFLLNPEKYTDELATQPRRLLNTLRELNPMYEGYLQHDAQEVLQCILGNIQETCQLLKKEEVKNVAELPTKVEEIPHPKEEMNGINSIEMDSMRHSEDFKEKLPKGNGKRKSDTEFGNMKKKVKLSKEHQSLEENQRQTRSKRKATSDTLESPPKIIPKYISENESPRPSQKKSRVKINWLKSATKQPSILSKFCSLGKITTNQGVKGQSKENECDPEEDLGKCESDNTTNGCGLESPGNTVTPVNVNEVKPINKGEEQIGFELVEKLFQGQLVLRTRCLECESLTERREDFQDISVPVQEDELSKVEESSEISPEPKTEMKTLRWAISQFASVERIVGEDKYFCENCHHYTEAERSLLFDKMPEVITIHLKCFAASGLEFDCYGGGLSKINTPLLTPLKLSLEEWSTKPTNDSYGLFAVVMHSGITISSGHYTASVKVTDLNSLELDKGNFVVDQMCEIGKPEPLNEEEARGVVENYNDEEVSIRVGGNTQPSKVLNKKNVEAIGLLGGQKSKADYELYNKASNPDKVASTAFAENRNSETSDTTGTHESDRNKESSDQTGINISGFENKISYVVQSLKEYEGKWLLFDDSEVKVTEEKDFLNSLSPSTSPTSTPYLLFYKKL
#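 USP1/UAF1 complex (1 nM) preincubated 15 min at room temperature with compound, then Ub-Rho substrate (150 nM final) added. Kinetic fluorescence at 480/540 nm over 6 reads at 60 s intervals; 50 mM HEPES pH 7.8, 0.5 mM EDTA, 0.1 mg/ml BSA, 1 mM TCEP, 0.01% Tween-20.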
# HP1b binding inh: HP1-beta chromodomain-methylated histone interaction inhibition | AlphaScreen HP1-beta / biotin-H3K9me3 peptide binding | Potency, µM (highest dose often 114 µM), without a hit: at the highest dose activity change, negative = inhibition, usual class: inhibitors | actives 0.56% (n = 390,000) | AID 540317; note: potency is the fitted concentration of half-maximal effect; nearly all actives have a fitted effect of over 70% in size; inactives centre near 23
#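 Compound inhibition of the preformed complex between 50 nM HP1-beta and 50 nM biotinylated H3K9me3 peptide was read by AlphaScreen. Buffer was PBS pH 7.4 with 0.01% Tween-20. Incubations ran 30 min at room temperature, with 10 ug/mL donor/acceptor beads.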
# TrxR1 inh: inhibitors of rat thioredoxin reductase 1; recombinant rTrxR1, NADPH fluorescence consumption, selenite substrate; O89049; actives 1% (n = 390,000); Potency, µM (top dose mostly 114 µM), inactives show top-dose activity change, negative = inhibition, usual class: inhibitors; AID 588453; note: potency is the fitted concentration of half-maximal effect; % is set by controls: 0 for no effect and ±100 for the full control effect; nearly all actives have a fitted effect of over 65% in size
#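 Rat TrxR1 (90 nM in the dispensed reagent) was pre-reduced with 400 uM NADPH for 5 min at room temperature, then incubated with compound for 15 min. After 400 uM selenite was added, NADPH fluorescence (Ex 340/Em 450 nm) was followed for 8 min.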
# The depositor's hits bear a star; i = inactive; ? = inconclusive; nt = not tested or not shown; & = joins results of further samples; [ ] = dose if it differs, or a comment. Unless noted, calls come from the whole dose curve; as a rule, active = well fitted curve in the direction sought with a large enough effect; inconclusive = small, poorly fitted or top-dose-only effect, or another doubt; inactive = no such curve, though single readings can be large; an effect the other way counts as inactive or inconclusive. Only part of the results is shown; the hit share may differ from the screen's.
SMILES,TrxR1 substrate,Pin1 inh,GLS inhibitor,IDH1 R132H inh,PI4K2A inh,Tb PGK inh,USP1 inh,HP1b binding inh,TrxR1 inh
CCOc1cccc2cc(C(=O)NCc3ccccc3Cl)c(=O)oc12,5%,0%,-6%,-9%,-1,3%,-27%,38%,22%
CCN(Cc1ccccc1)C(=O)c1cc2c(=O)[nH]c3ccc(C)cc3c2s1,35%[activator],5%,-7%,-11%,2,8%,-11%,19%,109%[activator]
CC(C)CC(NC(N)=O)C(=O)NCCc1ccc(Cl)cc1 (centres undefined),92%,1%,-4%,5%,-7,3%,-17%,34%,12%[57.1 µM]
CCOC(=O)C1=NN(c2ccccc2)C(c2ccccc2)CC1=O (centres undefined),-5%,2%,3%,-1%,4,3%,-11%,21%,-6%
N#Cc1nc(-c2ccc(F)cc2)oc1N1CCCC1,117%[activator][57.1 µM],5%,4%,0%,-5,1%,-3%,?,47%
COc1cccc(CC(=O)OCC(=O)NCC(=O)Nc2cccc(C)c2C)c1,-5%,3%,5%,2%,-4,-8%,1%,20%,3%
COc1ccc(-c2cc(C(=O)Nc3c(C)n(C)n(-c4ccccc4)c3=O)c3ccccc3n2)cc1,-6%[57.1 µM],?,-6%,5%,3,i,-14%,-9%,-6%[57.1 µM]
Cc1cc(C)cc(-n2nnc(-c3nc(-c4ccccc4F)no3)c2C)c1,-1%[57.1 µM],-13%,4%,-12%,2,-1%,14%,32%,9%[57.1 µM]
CCOc1ccc(NS(=O)(=O)c2ccc(OCC(=O)N3CCCC3)cc2)cc1,7%,6%,24%,-4%,3,-9%,-6%,19%,6%
CCSc1nn(CC(=O)Nc2ccc(C(=O)OC)cc2)c(N)c1S(=O)(=O)c1ccc(C)cc1,-5%[57.1 µM],24%,1%,-7%,0,11%,-13%,2%,17%[57.1 µM]
O=C(NC1=NCCS1)c1ccccc1OCc1ccc(F)cc1,-5%[57.1 µM],-2%,1%,-2%,5,7%,-3%,6%,12%[57.1 µM]
CCOc1ccc(N(C(C)=O)C2C=CS(=O)(=O)C2)cc1 (centres undefined),3%,-3%,-9%,13%,4,-3%,-19%,52%[activator],10%
Cc1ccc(C2OC3=C(C(=O)CC(C)(C)C3)C(N)=C2C#N)o1 (centres undefined),7%[57.1 µM],7%,7%,-1%,-3,-6%,8%,20%,0%[57.1 µM]
Cc1cc(NC(=O)COC(=O)CNC(=O)c2cccs2)c([N+](=O)[O-])cc1C,-4%,-6%,2%,1%,-7,8%,-5%,-4%,10%
COc1ccc(C)cc1S(=O)(=O)N1CCN(c2cccc(C(F)(F)F)c2)CC1,-9%,-1%,-1%,6%,-11,-7%,-19%,35%,-1%
O=C(OCC#CCSc1nnc(-c2ccccc2)o1)c1cc2ccccc2o1,-13%,-1%,-6%,5%,1,-8%,-24%,59%,-14%
CCC(C)c1ccccc1N=Cc1ccc2c(c1)OCO2 (centres undefined),6%,-2%,14%,11%,-7,6%,-10%,41%,13%
CN(C)c1ccc(/C=C2/NC(=O)NC2=O)cc1,-14%,60%[activator],-17%,9%,1,-7%,-25%,30%,-6%
COc1ccc(NC(=O)Nc2cccc(-c3cn4cccnc4n3)c2)cc1,11%,0%,2%,-3%,1,6%,-33%,31%,11%
O=S(=O)(NCc1cn2ccccc2n1)c1cc(F)ccc1F,8%,1%,0%,2%,-3,1%,2%,5%,15%
O=[N+]([O-])c1ccc(/C=N/N2CCN(c3ccncc3S(=O)(=O)N3CCCCC3)CC2)cc1,-10%,0%,2%,0%,-3,0%,2%,4%,-12%
COc1ccccc1C(=O)Nc1nc(-c2ccc(Br)cc2)ns1,-2%,7%,8%,0%,-10,i,2%,49%[activator],-5%
CCCc1nc2ccccc2n2c(-c3ccccc3)c3c(=O)n(C)c(=O)n(C)c3c12,2%[57.1 µM],1%,3%,6%,0,i,-29%,123%[activator],8%[57.1 µM]
COc1ccc(CCC(=O)Nc2cc([N+](=O)[O-])ccc2OC)cc1,-15%,-7%,6%,3%,1,-4%,-14%,15%,-13%
O=C(Nc1c(C(=O)N2CCC(N3CCCCC3)CC2)oc2ccccc12)c1c(F)cccc1F,-1%&1%,-1%&-3%,3%&-12%,-3%&10%,-3&0,-2%&-8%,-9%&-12%,13%&-19%,6%&7%

# (list continues)
SMILES,TrxR1 substrate,Pin1 inh,GLS inhibitor,IDH1 R132H inh,PI4K2A inh,Tb PGK inh,USP1 inh,HP1b binding inh,TrxR1 inh
C=CCN(CC=C)C(=S)NC(=O)/C=C/c1ccc(C)cc1,-8%,2%,-10%,5%,3,-9%,-16%,33%,-18%
Cc1cccc(CC(=O)N2CCC(n3nccc3NC(=O)C3CC3)CC2)c1,-3%,4%,-3%,10%,3,0%,-16%,26%,0%
O=C(O[C@@H](C(=O)O)[C@@H](OC(=O)c1ccccc1)C(=O)O)c1ccccc1,7%,-19%,-9%,-11%,-1,-4%,?,-2%,24%
Cc1ccc(O)c(N/C=C/C(=O)c2ccc(F)cc2)c1,-12%,-2%,20%,-4%,3,8%,-9%,48%[activator],-22%
C/C(=N\NC(=O)c1ccc2ccccc2c1)c1cccnc1,-3%,-3%,9%,-8%,-3,6%,-9%,15%,1%
CC(C)=CCN1CCN(Cc2cnc(N3CCCC3)s2)CC1CCO (centres undefined),1%,-12%,0%,0%,5,-2%,-18%,28%,16%[57.1 µM]
COc1ccc(NC(=O)CSc2nnc(CNC(=O)c3ccco3)o2)cc1,-7%,-9%,3%,-5%,2,-1%,-2%,15%,-6%
CCOC(=O)N/N=C/c1cc(C)n(-c2ccccc2)c1C,3%,2%,13%,5%,-1,nt,-6%,5%,-15%
O=C(N/N=C/c1ccccc1)C(=O)N/N=C/c1ccccc1,-1%[57.1 µM],-9%,-2%,4%,-8,-5%,-18%,58%[activator],10%[57.1 µM]
COc1ccc(NC(=O)/C(=C\c2ccccc2)NC(=O)c2ccco2)cc1,2%[57.1 µM],3%,0%,-5%,6,-1%,-1%,-2%,7%[57.1 µM]
CCOc1ccc(C2c3c(oc4cc(C)c(C)cc4c3=O)C(=O)N2CCCN2CCOCC2)cc1 (centres undefined),-4%[57.1 µM],2%,2%,10%,1,0%,-13%,45%[activator],2%[57.1 µM]
O=[N+]([O-])c1ccc2[nH]cc(S(=O)(=O)N3CCN(c4cccc(Cl)c4)CC3)c2c1,-3%,-7%,0%,-4%,-5,-4%,-16%,0%,22%
Cc1cc2ncn(C3CC(=O)N(Cc4ccc(N5CCCC5=O)cc4)C3=O)c2cc1C (centres undefined),7%,5%,-16%,-2%,3,i,-12%,15%,28%
c1ccc(SCCN2CCc3ccccc3C2)cc1,-7%,2%,5%,6%,0,3%,0%,-32%,-8%
O=Cc1c(NCCc2ccc(F)cc2)c2ccccc2[nH]c1=O,10%[2.29 µM],-1%,-5%,5%,-1,-3%,-2%,22%,28%[57.1 µM]
CCN(CC)c1nc2c(s1)C(=O)CC(C)(C)C2,-20%,2%,18%,6%,-11,-7%,5%,10%,-20%
Cc1ccc(-n2ncc(C(=O)NCCN3CCCC3)c2C2CCN(C(=O)OC(C)(C)C)CC2)cc1C,3%,11%,-6%,9%,3,-1%,-12%,15%,4%
O=[N+]([O-])c1cc(C(F)(F)F)cc([N+](=O)[O-])c1NCCCN1CCOCC1,-11%,-1%,-14%,4%,-1,-7%,?,-6%,-5%[57.1 µM]
O=c1[nH]nc2n1CCCCC2,1%,-7%,-14%,8%,0,-10%,-10%,32%,-1%
CCC(=O)Nc1ccc(S(=O)(=O)Nc2c(NC)c3ccccc3oc2=O)cc1,-13%,0%,25%,0%,-3,i,-26%,26%,-19%
O=C(COc1ccccc1)Nc1nnc(S(=O)(=O)N2CCCCCC2)s1,-6%,1%&-8%,7%&10%,-6%&4%,-2&-2,-1%&4%,?,29%&21%,-2%&2%
O=[N+]([O-])c1ccc(O)c(/C=N/Nc2nc3ccccc3[nH]2)c1,-6%,-2%,29%,6%,-3,-3%,-15%,17%,-7%
COc1ccc(CCNC(=O)COC(=O)CCC(=O)c2ccc(F)cc2)cc1OC,-15%[57.1 µM],-5%,2%,3%,-8,-13%,-4%,29%,11%[57.1 µM]
N/C(Cc1ccc(Cl)cc1)=N\OC(=O)c1cccc2ccccc12,6%[57.1 µM],4%,0%,-2%,-3,i,-21%,64%[activator],18%[57.1 µM]
Cc1ccnc(NC(=S)NC(=O)/C=C/c2ccco2)c1,-7%,1%,0%,-2%,-18,0%,-22%,30%,?
COc1cc(NC(=O)CSc2nnc3ccc(-c4ccncc4)nn23)cc(OC)c1,-1%,2%,-17%,0%,-4,-1%,-15%,31%,1%
CC(=O)c1c(C)[nH]c(C(=O)COC(=O)c2cc(C)oc2C)c1C,-1%,?,5%,15%,5,-6%,-6%,10%,11%
COc1ccccc1-c1cc(N)n(S(=O)(=O)c2cccc3nsnc23)n1,-2%,-8%,0%,0%,1,2%,-2%,-41%,11%
CSc1nnc(CNS(=O)(=O)c2ccc(Cl)cc2)n1C,-2%,0%,-2%,-5%,-1,10%,-11%,24%,-2%
